H9c2 TAG inh: triacylglycerol accumulation inhibition. H9c2 cells, Nile Red lipid (TAG) fluorescence; cells loaded with 200 µM oleic acid. inhibition, % at 12.5 µM. hit rate 0.66% among 230,000;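 active = pattern-corrected inhibition of lipid staining of at least 50% with the nuclear-stain viability signal not falling by more than 50%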;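 also: 0% = DMSO wells and 100% = triacsin C control wells; some results filed as inactive read as strong as hits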
H9c2 TAG inh DAPI viability: second read-out of H9c2 TAG inh, no call of its own (marks repeat the call); DAPI nuclei signal change (viability), lower = more cytotoxic, %;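 whole-well DAPI fluorescence read on a plate reader as a viability signal; minus 50 percent equals half of cells still viable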
* marks the source's active call; other numbers are inactive results. A portion of the library; count on the stated rates, not on these rows.

SMILES	H9c2 TAG inh	H9c2 TAG inh DAPI viability
Cn1c(C(=O)NCCc2ccccc2)cc(=O)n(C)c1=O	102.1	-67.2
COc1ccc(-c2csc(C(C)(O)c3ccccc3)n2)cn1 (stereo not drawn)	-15.0	11.4
CCCCCN(C(=O)CCC(=O)OCC(=O)NCc1ccc(OC)cc1)c1c(N)n(CCCC)c(=O)[nH]c1=O	6.4	-5.1
O=C(N/N=C/c1ccc([N+](=O)[O-])cc1)c1ccc(COc2ccccc2-c2ccccc2)cc1	-5.3	5.5
CCOP(=O)(OCC)C(Nc1ccccc1)c1ccccc1C(F)(F)F (stereo not drawn)	-5.0	11.4
O=c1c2c3c(sc2n2c(=S)[nH]nc2n1-c1ccccc1)CCC3	2.9	-4.2
CSc1nc(C)cc(-n2cc(F)c(=O)[nH]c2=O)n1	-0.8	-1.1
COc1ccc(Nc2nc(NN)nc(C)c2[N+](=O)[O-])cc1	21.8	-19.3
CC(NC(=O)NC(=O)c1cccc(Cl)c1)c1ccccc1 (stereo not drawn)	1.5	-2.0
O=C(O)c1ccccc1-c1ccccc1C(=O)Nc1cccc(O)c1	6.1	3.6
COc1ccc2c(=O)c(-c3nc(C)cs3)coc2c1	-4.6	1.4
Cc1nn(C)c(Cl)c1S(=O)(=O)N1CCC(CO)(CCc2ccccc2)CC1	-1.1	-2.4
COC(=O)c1ccc(COc2ccccc2/C=N/Nc2cccc(C(=O)O)c2)cc1	0.6	5.3
Cc1ccc(S(=O)(=O)N2CCCCC2)cc1NC(=O)Cn1ccc(C(F)(F)F)n1	-7.0	-1.8
CC(=O)c1ccc(OCC(O)CNCc2ccc3c(c2)OCO3)cc1 (stereo not drawn)	-12.5	-0.4
Cc1cc(C)nc(SCc2nc3ccccc3n2C)n1	-14.0	4.2
Cc1cc(NC(=O)NC(=O)c2ccccc2NC(=O)C(C)N)ccc1Oc1ncc(Br)cn1 (stereo not drawn)	11.7	-19.1
CC(=O)Nc1ccc(NC(=O)C(C)OC(=O)c2ccc(-n3cnnn3)cc2)cc1 (stereo not drawn)	-7.9	3.1
Cc1ccc(CN2CCN(CCCc3ccccc3)CC2CCO)cc1 (stereo not drawn)	5.2	4.5
C/C(=N\NS(C)(=O)=O)c1ccc(C)cc1	5.1	-3.7
COc1ccc(N=C2NC(=O)/C(=C\c3ccco3)S2)cc1	-4.0	4.6
Cc1ccc(SCc2c(C(=O)N/N=C/c3ccccc3)nnn2-c2nonc2N)cc1	11.3	-2.5
COc1ccc(S(=O)(=O)N(C)c2ccc(C(=O)N3CCN(c4ccccc4)CC3)cc2)cc1OC	-20.8	14.5
COc1ccc(NC(=O)CSc2nnnn2C)cc1S(=O)(=O)N1CCCCC1	-0.8	1.9
CN(CC(=O)NC1CC(C)(C)NC(C)(C)C1)S(=O)(=O)c1ccc(Br)cc1	0.1	3.2
C=CCNC(=S)NNc1ncnc2sc3c(c12)CC(C)(C)OC3	5.9	3.3
Cc1c(C(=O)N2CCN(C3CCS(=O)(=O)C3)CC2)oc2ccc(Cl)cc12 (stereo not drawn)	5.8	1.3
COc1ccc(F)cc1-c1nc(N)nc(N)n1	0.1	2.6
CCOC(=O)C(C)(C)Oc1ccc(Cl)cc1	1.9	2.9
CSc1ccccc1C(=O)Nc1cc([N+](=O)[O-])ccc1C	8.0	-14.9
O=[N+]([O-])c1cc(Br)c2c(c1)CCN2	-11.2	5.0
COc1cc(/C=C(\C#N)c2nc3ccc(C)cc3[nH]2)c([N+](=O)[O-])cc1OC	2.3	-5.7
Cc1cc(=O)[nH]c2c1c(C)nn2-c1ccccc1	0.0	0.1
COCCNc1nc2nonc2nc1N(C)Cc1cccc2cnccc12	-9.3	5.9
CCC(C(=O)Oc1c(C(C)C)cccc1C(C)C)c1ccccc1 (stereo not drawn)	-14.4	2.7
CC1(C)CC(=O)C=C(c2ccccc2-c2ccc3cc[nH]c3c2)C1=O	-8.8	3.9
NC(=O)CNC(=O)[C@@H]1CC2(CC(c3ccc(Cl)cc3)=NO2)CN1C(=O)c1ccccc1 (stereo partly drawn)	122.7	-77.1
COC(=O)C1CCN(C(=O)COC(=O)c2cc(-c3cccs3)nn2-c2ccccc2)CC1	19.0	-5.2
Cn1c(=O)c2c(nc(CN3CCN(C(=O)c4ccco4)CC3)n2CCCc2ccccc2)n(C)c1=O	-5.5	-0.7
CSc1nnnn1-c1ccc(Cl)cc1	-11.0	3.6
Cc1ccc(NC(=O)C2(C)CCN2C(=O)Cc2ccccc2)cc1C (stereo not drawn)	3.3	1.0
CCN(CC(=O)Nc1c(F)cccc1F)C(=O)c1ccc2c(c1)NC(=O)C(C)S2 (stereo not drawn)	14.5	3.1
CCCn1c(=O)c(C(=O)Nc2ccccc2)c(O)c2ccccc21	-4.0	6.1
C[C@H](CO)N1C[C@H](C)[C@H](CN(C)C(=O)Nc2ccc(C(F)(F)F)cc2)OCc2cnnn2CCCC1=O	-5.3	-4.1
Cc1cccc(NCc2nc(SCC(N)=O)n[nH]2)c1	-5.7	11.1
Cc1cc(CN2CCN(CC(=O)Nc3cc(Cl)ccc3-n3cncn3)CC2)no1	9.5	-0.2
Cc1ccc(S(=O)(=O)c2c(N)n(CCN3CCOCC3)c3nc4ccccc4nc23)cc1C	14.5	19.4
COc1cc(C(=O)CCc2ccc3c(c2)OCO3)cc(OC)c1OC	-14.7	3.6
CCc1ccc(N2CC(C(=O)OCC(=O)NC3CC3)CC2=O)cc1 (stereo not drawn)	-3.1	6.0
CCN(C(=O)CSc1n[nH]c(-c2ccccc2)n1)c1c(N)n(Cc2ccccc2)c(=O)[nH]c1=O	-4.2	8.8
CCCc1n[nH]c2c1/C(=N\OCC)CC(C)(C)C2	-2.0	9.1
COc1cccc(/C=C/C(=O)OCC(=O)c2ccc(S(=O)(=O)N3CCCCC3)cc2)c1OC	-13.7	45.2
CCc1nnc(NC(=O)C2CCN(S(=O)(=O)c3ccc(C)cc3)CC2)s1	-17.6	8.5
CCCC(c1nnnn1CCC(C)C)N1CCC(C(N)=O)CC1 (stereo not drawn)	-26.8	5.7
COc1ccc(C(CNC(=S)NCc2ccccc2)N2CCCC2)cc1 (stereo not drawn)	12.7	7.1
CCOc1ccccc1NC1=CC(=O)CC(c2ccccc2)C1 (stereo not drawn)	-21.9	-10.8
COCc1nc2ccccc2n1CCOc1ccccc1OC	-14.6	5.0
Cc1ccc(NC(=O)NC(=O)CN2CCCC2c2ccc3c(c2)OCCO3)cc1C (stereo not drawn)	11.5	-0.1
CN(C(=O)CSc1nnc(-c2n[nH]c3ccccc23)o1)c1ccccc1	-0.3	4.4
O=C1CCc2cc(S(=O)(=O)N3CCC(C(=O)NCCC4=CCCCC4)CC3)ccc2N1	-8.4	3.9
(further entries)
SMILES	H9c2 TAG inh	H9c2 TAG inh DAPI viability
CC(=O)N1CCC2(CC1)C(C#N)=C(N)Oc1n[nH]c(C)c12	18.7	-4.9
O=S(=O)(c1cccc(Cl)c1Cl)N1CCN(C(=S)NCCCN2CCOCC2)CC1	0.7	2.9
O=C1c2ccncc2C(=O)N1CNc1ccc(Cl)cc1	-5.2	9.2
CCC(=O)N1CCN(c2ccc(NC(=S)NC(=O)C(C)C)cc2)CC1	0.3	5.7
CCn1c(SCC(=O)N(C)CCC#N)nc2cc(S(=O)(=O)N3CCOCC3)ccc21	1.8	-2.7
CCN1C(=O)C(=O)N(CC(=O)N2CCC(C)Sc3ccccc32)C1=O (stereo not drawn)	6.7	-2.5
COc1ccccc1NS(=O)(=O)c1cccc(C(=O)N2CCN(C(=O)c3ccco3)CC2)c1	-2.9	-5.8
CC(C)C(NC(=O)OCc1ccccc1)C(=O)OCC(=O)NC1CC1 (stereo not drawn)	16.9	-15.6
O=C(O)c1ccc(Cl)c(NC(=O)C2CCN(S(=O)(=O)c3cccs3)CC2)c1	26.5	-12.8
O=C(NC1CCSc2ccccc21)c1ccccc1F (stereo not drawn)	-0.1	-1.6
O=C1C=CC(=O)N1Cc1cccnc1	-8.1	2.1
CC1=C(C(=O)OCc2ccccc2)C(c2cccc(Br)c2)NC(=O)N1 (stereo not drawn)	-2.1	-0.5
C[C@]12CC[C@H](O)C[C@@H]1CC[C@@H]1[C@@H]2CC[C@@]2(C)[C@H]1CCC(=O)[C@]21CCCO1	-11.4	13.4
CCOC(=O)Cc1csc(NC(=O)C2CCCCC2C(=O)O)n1 (stereo not drawn)	-6.8	1.6
O=C(OCc1cccc(C(F)(F)F)c1)c1cc(S(=O)(=O)N2CCOCC2)ccc1F	3.9	-12.6
Cc1cc(C)c(CC(=O)c2ccccc2)c(C)c1	1.4	-0.8
COc1cccc(-c2nc(NCCN3CCOCC3)c3ccccc3n2)c1O	9.6	7.3
COc1oc(-c2ccc(Cl)cc2)nc1C(F)(F)F	1.3	-3.3
CC(C)CN(C(=O)CCNC(=O)c1ccc(Cl)cc1)C1CCS(=O)(=O)C1 (stereo not drawn)	-11.1	7.4
C=CCn1c(SCC(=O)Nc2ccc(C(=O)O)cc2)nc2scc(-c3ccccc3)c2c1=O	-0.1	1.1
Cc1ccc(C)c(NC(=O)c2ccc3c(c2)CCN3S(C)(=O)=O)c1	4.7	13.5
COc1ccc(C(=O)N/C(=C\c2ccc(Cl)cc2)C(=O)NCC2CCCO2)cc1 (stereo not drawn)	5.9	-9.1
CCc1noc(C)c1C(=O)N(C)CC(=O)Nc1ccccc1Br	-2.3	-5.5
O=C1CC(C(=O)O)NC(=S)N1 (stereo not drawn)	-4.4	-0.3
Cc1cc(C)cc(OCC(=O)OCc2nnc(-c3ccccc3)o2)c1	-0.2	1.8
CCN1C(=NCCc2ccc(Br)cc2)N[C@@H](c2ccccc2)[C@H](C(=O)OC)[C@H]1C	23.7	-2.8
O=C1NC(c2ccccc2)Nc2c1sc(=S)n2-c1ccccc1 (stereo not drawn)	8.3	3.6
CCOC(=O)c1nn(-c2ccccc2F)c(-c2ccccc2)c1C(=O)c1ccccc1	-10.0	-1.9
CCOc1ccc(S(=O)(=O)NCCC(=O)N(C)Cc2cccs2)cc1	-19.0	0.5
CCOc1ccc(-n2c(SCc3ccc(C(=O)OC)o3)nc3c(c2=O)SCC3)cc1	34.7	-7.4
COc1ccc(CCn2c(C)cc(C(=O)COC(=O)c3cnc(C)cn3)c2C)cc1	27.9	-6.5
CCN(Cc1ccccc1)C(=O)c1ccc(Cl)cc1[N+](=O)[O-]	-10.1	-4.5
CCN(CC)c1ccc(NC(=O)c2[nH]c(C)c(C(C)=O)c2C)c(C)c1	-46.3	-2.1
CC1(C)Cc2cccc(OCC(=O)OCC(=O)NCc3ccc(F)cc3)c2O1	-5.0	-7.0
COc1ccc(S(=O)(=O)Nc2cccc3c2O[C@H](CN(C)S(=O)(=O)c2ccc(F)cc2)[C@H](C)CN([C@H](C)CO)C3=O)cc1	14.3	-8.4
COc1ccc(S(=O)(=O)N2CCCC(C(=O)Nc3ccc(OC)c(OC)c3)C2)cc1 (stereo not drawn)	-5.3	1.3
CCOC(=O)N1CCN(S(=O)(=O)c2cccs2)CC1	-11.6	1.2
Cc1nnc(SCC(=O)Nc2sc3c(c2C#N)CCCCC3)n1N	21.2	-13.2
O=C1CSc2ccc(C(=O)NCC(c3ccco3)N3CCCCC3)cc2N1 (stereo not drawn)	1.6	2.4
CCN(CC)S(=O)(=O)c1ccc(NC(=O)c2ccc(Cl)nc2)cc1	11.3	-7.7
Cc1cc(Cl)ccc1C(=O)C1CCCN(C(=O)c2ccsc2)C1 (stereo not drawn)	-21.8	4.4
Cc1ccc(C(C)(c2ccc(N)cc2)c2ccc(N)cc2)cc1	-1.3	1.5
COc1ccc(C(=O)Nc2cccc(OC(=O)c3ccc(C)c(C)c3)c2)cc1	43.6	1.0
COc1ccc(/C=C\C(=O)c2c(O)ccc3c(C)cc(=O)oc23)cc1	8.0	-14.2
CCSC(=O)CCCCCCCCCCCO	-20.2	8.2
CN(CC(=O)Nc1ccccc1Cl)C(=O)c1cc2c(s1)CCCCC2	19.8	8.2
C[C@]12CCC(=O)C=C1C=CC1C2CC[C@@]2(C)C1CC[C@@]21CCC(=O)O1 (stereo partly drawn)	-14.8	8.4
COc1ccc(Cl)cc1S(=O)(=O)N1CCC(C(=O)N2CCOCC2)CC1	6.2	-7.4

Screens deposited in PubChem by Sanford-Burnham Center for Chemical Genomics.
